# BioA inh: blocks M. tuberculosis BioA enzyme activity | purified M. tuberculosis BioA enzyme, plate reader | inhibition, % at 9.99 µM | 360,000 tested, 0.096% active | AID 602481; in the data active = inhibition above about 40%
# Starred values were filed as active, the others as inactive.
SMILES,BioA inh
CC(C)NC(=O)N(C)C[C@@H]1Oc2ccc(NS(=O)(=O)c3cn(C)cn3)cc2C(=O)N([C@@H](C)CO)C[C@H]1C,-1.0
O=C(Nc1ccc2c(c1)[C@@H]1C[C@H](CC(=O)N3CCc4ccccc4C3)O[C@@H](CO)[C@@H]1O2)Nc1ccccc1F,-1.9
Cc1noc(C)c1NC(=O)N[C@@H]1CC[C@@H](CC(=O)Nc2ccc(-c3ccccc3)cc2)O[C@H]1CO,0.2
COc1cccc(-c2ccc([C@@H]3[C@@H](CO)N4CCCCN(CC5CCOCC5)C[C@@H]34)cc2)c1,2.7
Cc1noc(C)c1NC(=O)Nc1ccc2c(c1)C(=O)N([C@@H](C)CO)C[C@@H](C)[C@H](CN(C)C(=O)C1CCCCC1)OCCCC[C@@H](C)O2,0.9
COc1cccc(C#Cc2cnc3c(c2)C(=O)N([C@H](C)CO)C[C@H](C)[C@@H](CN(C)C(=O)C2CCCCC2)O3)c1,-0.1
CC(C)NC(=O)N1CCCCN2[C@H](C1)[C@@H](c1ccc(C#Cc3ccccc3)cc1)[C@@H]2CO,-3.1
CCC(=O)N1C[C@@H](C)[C@@H](OC)CN(C)C(=O)c2ccc(NC(=O)Nc3ccccc3)cc2OC[C@H]1C,-2.0
O=C(CCN1CCCCC1)NCC[C@H]1CC[C@H](NC(=O)Cc2cccnc2)[C@H](CO)O1,3.3
Cc1ccc(S(=O)(=O)Nc2ccc3c(c2)C(=O)N([C@H](C)CO)C[C@H](C)[C@H](CN(C)C(=O)Nc2ccc(C(F)(F)F)cc2)OCCCC[C@H](C)O3)cc1,0.2
CCC(=O)N(C)C[C@@H]1Oc2cc(-c3cccc(F)c3)ccc2S(=O)(=O)N([C@H](C)CO)C[C@@H]1C,0.0
CC(C)NC(=O)NCC[C@H]1CC[C@@H](NC(=O)CCN2CCCCC2)[C@@H](CO)O1,-3.1
COCC(=O)N[C@@H]1CC[C@H](CC(=O)N2CCCCC2)O[C@H]1CO,-1.2
C[C@@H]1CN([C@@H](C)CO)C(=O)Cc2cc(NC(=O)Cn3cnnn3)ccc2O[C@H]1CN(C)Cc1ccc(-c2ccccc2)cc1,0.7
C[C@@H]1CN([C@H](C)CO)C(=O)c2cc(-c3ccncc3)cnc2O[C@@H]1CN(C)C(=O)c1ccncc1,1.0
Cc1ccc(S(=O)(=O)Nc2ccc3c(c2)C(=O)N([C@@H](C)CO)C[C@@H](C)[C@@H](CN(C)C(=O)c2ccccc2)OCCCC[C@H](C)O3)cc1,0.5
CCCNC(=O)N1C[C@@H](O)COC[C@H]2O[C@@H](CC(=O)NCCCN3CCOCC3)CC[C@@H]21,0.4
O=C(O)C[C@@H]1C[C@@H]2c3cc(NC(=O)NC4CCCC4)ccc3O[C@@H]2[C@@H](CO)O1,-0.2
C[C@@H]1CN([C@H](C)CO)C(=O)c2cc(NC(=O)C3CCCCC3)ccc2O[C@H]1CN(C)Cc1ccc(-c2ccccc2)cc1,-3.7
COC(=O)[C@@]1(CCS(=O)(=O)c2ccccc2)N=C(c2ccc(OCCCO)cc2)O[C@H]1c1ccccc1CN=[N+]=[N-],-1.1
O=S(=O)(N[C@@H]1CC[C@@H](CCn2cc(-c3cccnc3)nn2)O[C@H]1CO)c1ccc(F)cc1,11.7
Cc1noc(C)c1NC(=O)N(C)C[C@H]1Oc2c(NC(=O)C3CCCCC3)cccc2C(=O)N([C@H](C)CO)C[C@H]1C,-3.4
C[C@H](CO)N1C[C@H](C)[C@H](CN(C)Cc2ccccc2)Oc2ncc(C#Cc3ccccc3)cc2C1=O,1.1
O=C(C[C@@H]1CC[C@H]2[C@@H](COC[C@H](O)CN2Cc2nccs2)O1)NCc1ccccc1F,1.4
COc1cccc(-c2ccc3c(c2)[C@@H]2[C@@H](CCN2C(=O)C2CCC2)[C@H](CO)N3)c1,0.4
Cc1noc(C)c1NC(=O)Nc1ccc2c(c1)CC(=O)N([C@H](C)CO)C[C@@H](C)[C@@H](CN(C)S(=O)(=O)c1ccccc1)O2,-2.2
CCC(=O)N(C)C[C@H]1Oc2cc(C3=CCCC3)ccc2S(=O)(=O)N([C@H](C)CO)C[C@H]1C,-2.7
O=C(NCc1ccncn1)[C@H]1[C@H](CO)[C@H]2Cn3c(ccc(-c4ccncc4)c3=O)[C@H]2N1CC1CC1,1.1
C[C@H](CO)N1C[C@H](C)[C@H](CN(C)S(=O)(=O)c2ccccc2)Oc2c(NC(=O)c3ccncc3)cccc2C1=O,-1.8
COc1ccccc1CNC(=O)C[C@H]1CC[C@H]2[C@H](COc3ccc(NC(C)=O)cc3C(=O)N2C)O1,-1.4
C[C@@H]1CN([C@H](C)CO)C(=O)c2cc(NC(=O)C3CC3)ccc2O[C@H]1CN(C)Cc1ccc(Cl)c(Cl)c1,0.1
COc1ccc(S(=O)(=O)N(C)C[C@@H]2Oc3ccc(NC(=O)NC(C)C)cc3C(=O)N([C@@H](C)CO)C[C@@H]2C)cc1,0.8
COc1ccc(NC(=O)N[C@H]2CC[C@@H](CCNC(=O)CN3CCOCC3)O[C@H]2CO)cc1,0.3
C[C@H](CO)N1C[C@H](C)[C@H](CN(C)S(C)(=O)=O)Oc2ncc(C#Cc3ccc(C(F)(F)F)cc3)cc2C1=O,0.6
CC(C)C#Cc1cnc2c(c1)C(=O)N([C@H](C)CO)C[C@H](C)[C@@H](CN(C)C(=O)c1cccnc1)O2,-0.9
CCCC#Cc1cnc2c(c1)C(=O)N([C@H](C)CO)C[C@H](C)[C@H](CN(C)Cc1cccnc1)O2,1.5
CCN(C[C@@H]1[C@@H](c2ccccc2)[C@H](CO)N1C(C)=O)C(=O)c1cccc(F)c1,-1.6
C[C@H]1CN([C@@H](C)CO)C(=O)c2cccc(NS(=O)(=O)c3ccccc3)c2O[C@H]1CN(C)Cc1ccc(C(F)(F)F)cc1,0.8
O=C(NC[C@@H]1N[C@@H](CO)[C@H]1c1ccc(-c2cccnc2)cc1)c1cccc(F)c1,-1.0
O=C(Nc1ccc(F)cc1)N1CCCCN2[C@@H](CO)[C@@H](c3ccc(-c4ccncc4)cc3)[C@@H]2C1,0.6
C[C@H]1CN([C@@H](C)CO)C(=O)c2ccccc2-c2ccccc2CO[C@H]1CN(C)C(=O)CCN(C)C,-2.6
COc1ccc(CNC(=O)C[C@@H]2C[C@H]3c4cc(N(C)C)ccc4O[C@H]3[C@@H](CO)O2)cc1,-2.2
O=C(NCC[C@@H]1CC[C@@H](NC(=O)c2cccnc2)[C@H](CO)O1)Nc1ccc(F)cc1,10.4
Cc1noc(C)c1NC(=O)N[C@@H]1CC[C@@H](CC(=O)NCCCN(C)C)O[C@@H]1CO,-4.4
O=C(C[C@H]1CC[C@H](NC(=O)Nc2ccc(C(F)(F)F)cc2)[C@H](CO)O1)NCc1cc(F)cc(F)c1,-1.5
C[C@H]1CCCCO[C@H](CN(C)C(=O)c2ccncc2)[C@@H](C)CN([C@@H](C)CO)C(=O)c2cc(NS(=O)(=O)c3ccc(F)cc3)ccc2O1,-0.6
COc1ccccc1NC(=O)N1C[C@@H](C)[C@H](OC)CN(C)C(=O)c2cc(NC(=O)c3cc(C)on3)ccc2OC[C@H]1C,-1.6
CC(=O)N1[C@@H](CO)[C@@H]2c3ccccc3N(S(=O)(=O)c3ccccc3F)C[C@@H]21,-3.9
C[C@H](CO)N1C[C@H](C)[C@H](CN(C)CC2CCCC2)Oc2ncc(C#Cc3cccc(F)c3)cc2C1=O,-0.1
Cc1ccc(S(=O)(=O)N(C)C[C@@H]2OCCCC[C@H](C)Oc3ccc(NC(=O)Nc4ccc(C(F)(F)F)cc4)cc3C(=O)N([C@@H](C)CO)C[C@H]2C)cc1,-1.9
CCCC(=O)Nc1ccc2c(c1)OC[C@@H](C)N(C(=O)c1ccncc1)C[C@H](C)[C@@H](OC)CN(C)C2=O,0.1
C/C=C/c1ccc2c(c1)O[C@H](CN(C)C(=O)Nc1ccc(OC)cc1)[C@@H](C)CN([C@H](C)CO)S2(=O)=O,8.6
C[C@@H]1CN([C@H](C)CO)C(=O)c2cc(-c3ccccc3F)cnc2O[C@@H]1CN(C)Cc1ccccc1F,5.9
COc1ccccc1NC(=O)N1C[C@H](O)COC[C@@H]2O[C@H](CC(=O)NCCc3ccncc3)CC[C@H]21,-1.4
CCNC(=O)C[C@H]1CC[C@H]2[C@@H](COC[C@H](O)CN2C(=O)CC)O1,0.4
C/C=C/c1ccc([C@@H]2[C@H](CO)N3CCCCN(S(=O)(=O)c4cccs4)C[C@@H]23)cc1,1.1
COc1ccc(NC(=O)N[C@@H]2CC[C@H](CCn3cc(-c4ccccc4F)nn3)O[C@H]2CO)cc1,-1.7
C[C@H]1CN([C@@H](C)CO)C(=O)c2cc(-c3ccccc3)cnc2O[C@H]1CN(C)Cc1ccccc1,1.4
Cc1noc(C)c1NC(=O)N[C@@H]1C=C[C@@H](CC(=O)NCCCN(C)C)O[C@H]1CO,0.3
C[C@@H]1CN([C@H](C)CO)S(=O)(=O)c2ccc(Br)cc2O[C@@H]1CN(C)C,-0.1
# Continued.
SMILES,BioA inh
CCCN1C[C@@H](C)[C@@H](OC)CN(C)C(=O)c2ccc(NC(=O)Nc3cccc(OC)c3)cc2OC[C@@H]1C,-0.9
COc1ccc(-c2cnc3c(c2)C(=O)N([C@H](C)CO)C[C@@H](C)[C@@H](CN(C)C(=O)Cc2ccccn2)O3)cc1,2.5
C[C@@H]1CN([C@@H](C)CO)C(=O)c2cc(-c3cncnc3)cnc2O[C@H]1CN(C)C(=O)c1ccccc1F,1.3
COc1ccc(CN(C)C[C@H]2Oc3c(NC(=O)c4ccncc4)cccc3C(=O)N([C@@H](C)CO)C[C@@H]2C)cc1,4.6
CC(C)NC(=O)Nc1ccc2c(c1)CC(=O)N([C@@H](C)CO)C[C@H](C)[C@@H](CN(C)CC1CCCCC1)O2,1.0
CCCNC(=O)Nc1ccc2c(c1)C(=O)N(C)C[C@H](OC)[C@@H](C)CN(Cc1ccncc1)[C@@H](C)CO2,-0.1
C[C@H]1CN([C@@H](C)CO)C(=O)c2cc(NS(=O)(=O)c3ccccc3)ccc2O[C@H]1CN(C)Cc1ccc(C(=O)O)cc1,0.9
CCCNC(=O)C[C@H]1CC[C@H]2[C@@H](COC[C@@H](O)CN2C(=O)Nc2ccccc2OC)O1,0.4
CCCN1[C@@H]2c3ccc(-c4ccccc4)c(=O)n3C[C@H]1[C@H](CO)[C@H]2C(=O)NCC,-0.8
COc1ccc(S(=O)(=O)N(C)C[C@@H]2OCCCC[C@H](C)Oc3ccc(NS(=O)(=O)c4ccc(C)cc4)cc3C(=O)N([C@@H](C)CO)C[C@H]2C)cc1,-2.5
C[C@@H]1CN([C@@H](C)CO)C(=O)c2cc(NC(=O)Nc3ccc4c(c3)OCO4)ccc2O[C@@H]1CN(C)Cc1ccc(Oc2ccccc2)cc1,-0.6
C[C@H](CO)N1C[C@H](C)[C@H](CN(C)C(=O)Nc2cccc3ccccc23)Oc2ccc(NC(=O)Cn3cnnn3)cc2C1=O,1.6
CCNC(=O)C[C@@H]1CC[C@@H]2[C@H](COc3ccc(NC(=O)Nc4cccc(Cl)c4)cc3C(=O)N2C)O1,1.9
O=C(C[C@H]1CC[C@H]2[C@@H](COC[C@@H](O)CN2C(=O)c2ccccc2F)O1)N1CCN(c2ccccc2)CC1,0.1
COc1cccc(-c2cnc3c(c2)C(=O)N([C@H](C)CO)C[C@H](C)[C@H](CN(C)C)O3)c1,0.0

# A run of entries taken from the entries so far, for reference:
SMILES,BioA inh
C[C@@H]1CN([C@@H](C)CO)C(=O)c2cc(-c3cncnc3)cnc2O[C@H]1CN(C)C(=O)c1ccccc1F,1.3
COc1ccc(CN(C)C[C@H]2Oc3c(NC(=O)c4ccncc4)cccc3C(=O)N([C@@H](C)CO)C[C@@H]2C)cc1,4.6
CC(C)NC(=O)Nc1ccc2c(c1)CC(=O)N([C@@H](C)CO)C[C@H](C)[C@@H](CN(C)CC1CCCCC1)O2,1.0
CCCNC(=O)Nc1ccc2c(c1)C(=O)N(C)C[C@H](OC)[C@@H](C)CN(Cc1ccncc1)[C@@H](C)CO2,-0.1
C[C@H]1CN([C@@H](C)CO)C(=O)c2cc(NS(=O)(=O)c3ccccc3)ccc2O[C@H]1CN(C)Cc1ccc(C(=O)O)cc1,0.9
CCCNC(=O)C[C@H]1CC[C@H]2[C@@H](COC[C@@H](O)CN2C(=O)Nc2ccccc2OC)O1,0.4
CCCN1[C@@H]2c3ccc(-c4ccccc4)c(=O)n3C[C@H]1[C@H](CO)[C@H]2C(=O)NCC,-0.8
COc1ccc(S(=O)(=O)N(C)C[C@@H]2OCCCC[C@H](C)Oc3ccc(NS(=O)(=O)c4ccc(C)cc4)cc3C(=O)N([C@@H](C)CO)C[C@H]2C)cc1,-2.5
C[C@@H]1CN([C@@H](C)CO)C(=O)c2cc(NC(=O)Nc3ccc4c(c3)OCO4)ccc2O[C@@H]1CN(C)Cc1ccc(Oc2ccccc2)cc1,-0.6
C[C@H](CO)N1C[C@H](C)[C@H](CN(C)C(=O)Nc2cccc3ccccc23)Oc2ccc(NC(=O)Cn3cnnn3)cc2C1=O,1.6
CCNC(=O)C[C@@H]1CC[C@@H]2[C@H](COc3ccc(NC(=O)Nc4cccc(Cl)c4)cc3C(=O)N2C)O1,1.9
O=C(C[C@H]1CC[C@H]2[C@@H](COC[C@@H](O)CN2C(=O)c2ccccc2F)O1)N1CCN(c2ccccc2)CC1,0.1
COc1cccc(-c2cnc3c(c2)C(=O)N([C@H](C)CO)C[C@H](C)[C@H](CN(C)C)O3)c1,0.0

# Remaining list, next part:
SMILES,BioA inh
C[C@H](CO)N1C[C@H](C)[C@H](CN(C)Cc2ccc(C(=O)O)cc2)Oc2ccc(NC(=O)CCC(F)(F)F)cc2C1=O,-1.3
COc1ccc(CN(C)C[C@H]2OCCCC[C@@H](C)Oc3ccc(NS(=O)(=O)c4c(C)noc4C)cc3C(=O)N([C@H](C)CO)C[C@@H]2C)cc1,-2.7
COc1ccc(NC(=O)N(C)C[C@H]2Oc3ccc(NC(=O)Nc4ccc(C(F)(F)F)cc4)cc3C(=O)N([C@@H](C)CO)C[C@@H]2C)cc1,-4.1
COC(=O)C[C@H]1CC[C@@H]2[C@@H](COc3ccc(NC(=O)c4ccc(OC)cc4)cc3C(=O)N2C)O1,-0.4
Cc1ccc(S(=O)(=O)N(C)C[C@H]2OCCCC[C@@H](C)Oc3ccc(N(C)C)cc3C(=O)N([C@H](C)CO)C[C@H]2C)cc1,0.5
C[C@@H]1CN([C@@H](C)CO)C(=O)c2cc(NC(=O)Nc3ccccc3)ccc2O[C@@H]1CN(C)Cc1ccc(C(=O)O)cc1,-1.6

# High-throughput results deposited in PubChem by Broad Institute.

# Some of the compounds tested (hit frequency here may not be typical).
